Screening data (PubChem)
TRPC6 activator – activates the mouse TRPC6 cation channel. AID 2550. Q61143. HEK293-TRPC6 membrane potential dye fluorescence; active compounds read high. B-score at 10 µM. 310,000 tested, 0.13% active;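 active means B-score of the integrated fluorescence ratio above library mean plus 3 SD, and starting fluorescence ratio within library mean plus 5 SD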;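 further: higher score means more depolarization so channel activation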
KLF5 inh – suppresses KLF5 promoter-driven expression. 290,000 tested, 0.23% active. AID 1700. inhibition, % at 5 µM. DLD-1 KLF5 promoter-luciferase reporter, luminescence;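 active means inhibition above a per-plate limit of that plate's mean compound inhibition plus 3 SD, cut at about 60% in these data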;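 further: 0% = DMSO wells and 100% = LY294002 at 200 µM; higher means less KLF5 promoter-driven luciferase light; inactives centre near -14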
HIF act – HIF pathway transcriptional activation; U2OS HRE-luciferase reporter, luminescence; normalized: DMSO 0%, desferrioxamine 100%; activation, % at 7.5 µM (by protocol); 300,000 tested, 0.32% active;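 active means mean activation of at least 10% of the iron chelator positive control signal, with at least half of replicates also reaching 10%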
SKKanGAS inh – inhibitors of SKKanGAS S. pyogenes growth in kanamycin (SK-promoter or general growth effect). inhibition, % at 7.5 µM. 300,000 tested, 1.3% active. BacTiter-Glo, 6 h;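 active means mean replicate score, as percent of positive control median, at least 50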;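 further: strain carries kanamycin resistance gene driven by streptokinase promoter and grows in 40 µg/ml kanamycin; loss of luminescence reflects streptokinase promoter inhibition or plain growth inhibition; 0% = median of DMSO wells and 100% = positive control at its reference dose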
IEC-6 tox – counter-screen for KLF5 inhibitors: cytotoxicity in IEC-6 cells; inhibition, % at 5 µM; AID 1825; IEC-6 cytotoxicity, luminescence viability; 290,000 tested, 0.78% active; in the data active means inhibition above about 22%;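 further: 0% = plate median of test compound wells and 100% = cytotoxic reference compound wells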
TRPC4 PAM – allosterically enhances the mouse TRPC4 cation channel | B-score at 10 µM | AID 2227 | 310,000 tested, 0.42% active | HEK293 TRPC4beta/mu-opioid, DAMGO EC20, Fluo-4 Ca2+ flux; active compounds read high;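 active means B-score of calcium response area above 5 SD of library B-scores, with initial fluorescence ratio within 5 SD of library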;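 further: B-score of integrated fluorescence ratio over time as area under calcium response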
TRPC6 inh – blocks the mouse TRPC6 cation channel; Q61143; HEK293-TRPC6, membrane potential dye, ACh-evoked depolarization; active compounds read low; B-score at 10 µM; 310,000 tested, 1.1% active; AID 2553;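 active means B-score under library mean minus 3 SD, initial fluorescence not abnormally high, positive integrated signal ratio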;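 further: B-score derived from integrated fluorescence ratio over the kinetic read; more negative B-score means stronger inhibition of depolarization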
MrgX1 antag – antagonists of human MrgX1 receptor; B-score at 10 µM; 310,000 tested, 1.3% active; MRGX1-HEK293 calcium flux, Fluo-4, BAM8-22 antagonism; active compounds read low; Q96LB2;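 active means calcium-response B-score plate-corrected more than 3 library SD below zero, starting fluorescence within 5 deviations, no agonist response on first addition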;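 further: peak minus trough fluorescence over baseline after final BAM8-22 challenge near maximal dose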
Target sequence (Q96LB2 whole entry, looked up): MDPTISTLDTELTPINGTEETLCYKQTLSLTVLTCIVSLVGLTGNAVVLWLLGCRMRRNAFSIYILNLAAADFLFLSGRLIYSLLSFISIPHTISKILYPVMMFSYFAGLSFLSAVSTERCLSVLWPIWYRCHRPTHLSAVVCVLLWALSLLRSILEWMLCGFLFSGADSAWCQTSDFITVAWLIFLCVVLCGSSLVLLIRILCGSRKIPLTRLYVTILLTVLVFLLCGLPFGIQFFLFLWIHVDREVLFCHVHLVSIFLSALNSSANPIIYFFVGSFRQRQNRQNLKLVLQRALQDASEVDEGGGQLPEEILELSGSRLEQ
TRPC4 agonist – opens the mouse TRPC4 cation channel. B-score at 10 µM. Q9QUQ5. HEK293 TRPC4beta/mu-opioid, Fluo4 calcium fluorescence; active compounds read high. AID 2237. 310,000 tested, 0.49% active;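 active means B-score above 5 SD of library B-scores, and initial fluorescence ratio not above library mean plus 5 SD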;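 further: positive B-score marks a calcium rise read as TRPC4 activation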
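Incubation: 45 min room-temperature Fluo4 loading, 110 s read / System: HEK293 cells stably co-expressing mouse TRPC4beta and mu-opioid receptor / Signal: Fluo4 fluorescence, kinetic / Control set: buffer (low) and maximal DAMGO (high) / Measure: integrated baseline-normalised fluorescence ratio, converted to per-well B score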
TRPC4 block – blocks the mouse TRPC4 cation channel; 300,000 tested, 0.39% active; AID 2247; HEK293 TRPC4beta/mu-opioid, DAMGO-evoked Fluo4 calcium flux; active compounds read low; B-score at 10 µM;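 active means B-score over 3 SD under the library average, no early fluorescence shift, positive overall ratio signal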
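Assay system – HEK293 line stably carrying TRPC4beta and mu-opioid receptor · Doses – single dose · Detection – Fluo4 calcium-dye fluorescence, kinetic read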
aSyn 5UTR inh – MLPCN primary screen, SNCA 5' untranslated region. 300,000 tested, 0.82% active. inhibition, % (tested at 7.5 µM). alpha-synuclein 5'UTR reporter, inhibitor activity. AID 1813; in the data active means inhibition above about 60%;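 further: H4 neuroglioblastoma cells stably carrying SNCA 5'UTR luciferase fusion; 0% = DMSO wells and 100% = positive control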
* hit, by the source's call; i = inactive; / = no result given.

mol	TRPC4 agonist	TRPC4 block	TRPC6 inh	KLF5 inh	TRPC6 activator	IEC-6 tox	TRPC4 PAM	MrgX1 antag	HIF act	aSyn 5UTR inh	SKKanGAS inh
Cc1nnc(-c2cnn(-c3ccccc3)c2N)n1Cc1cccc(C(F)(F)F)c1	i	i	i	-10	i	0	i	i	0.1	8	-1
Cc1cc(C)c2nc(NC(=O)c3ccc(OCC4CCCO4)cc3)sc2c1 (stereo not drawn)	i	i	i	97*	i	1	i	i	0.5	-21	1
CCOC(=O)C1CCCN(c2nc3ccccc3nc2C(C#N)C(=O)OCC)C1 (stereo not drawn)	i	i	i	-11	i	-8	i	i	0.1	-10	-11
COc1ccc(CNC(=O)C/C(C)=N/NC(=O)COc2ccc(Br)cc2)cc1	i	i	i	-47	i	-3	i	i	-0.7	7	-1
COc1ccc(CNS(=O)(=O)c2ccc3c(c2)CCN3C(=O)C2CC2)cc1	i	i	i	-28	i	2	i	i	-0.1	20	-5
Cc1cc(C)c2c3c(sc2n1)C(=O)N(Cc1ccccc1)CC(=O)N3	i	i	i	-8	i	2	i	i	-0.4	17	1
O=C(Nc1ccc2[nH]ccc2c1)c1ccccc1	i	i	i	17	i	3	i	-7.8*	2.5	21	4
CCOC(=O)c1c(-c2ccc(OC)cc2)csc1NC(=O)CSc1ncnc2sccc12	i	i	i	-23	i	0	i	i	-0.4	8	-2
COc1ccc(N2CCN(CCCNC(=O)CN3CCN(Cc4ccccc4C)C3=O)CC2)cc1	i	i	i	-16	i	-9	i	i	-0.2	12	1
CC1CCN(C(=O)CN2C(=O)C(C)(C)Oc3ccc(C(=O)NC(C)C)cc32)CC1	i	i	i	5	i	3	i	i	1.2	6	-2
O=C(OCC(=O)N1CCN(S(=O)(=O)c2ccc(Cl)cc2)CC1)c1ccc([N+](=O)[O-])o1	i	i	i	17	i	6	i	i	-0.1	22	-4
COC(=O)c1ccc(Cl)c(NS(=O)(=O)c2ccc3c(c2)OCCO3)c1	i	i	i	45	i	28*	i	i	0.6	-34	6
CN(Cc1ccon1)Cc1cn(Cc2ccccc2)nc1-c1ccc2c(c1)OCO2	i	i	i	-10	i	-4	i	i	0.1	12	-1
O=C(NCc1ccc(Cl)cc1)C(=O)NCC1OCCCN1S(=O)(=O)c1cccs1 (stereo not drawn)	i	i	i	-20	i	-2	i	i	0.5	8	0
Cc1ccc(S(=O)(=O)N2CCCC(C(=O)NCc3ccccn3)C2)cc1 (stereo not drawn)	i	i	i	1	i	-5	i	i	-0.5	-16	0

(continued)
mol	TRPC4 agonist	TRPC4 block	TRPC6 inh	KLF5 inh	TRPC6 activator	IEC-6 tox	TRPC4 PAM	MrgX1 antag	HIF act	aSyn 5UTR inh	SKKanGAS inh
Cc1ccc(NC(=S)N(CCN(C)C)Cc2cccs2)c(C)c1	i	i	i	-7	i	1	i	i	-0.9	1	-2
O=C(CC(C(=O)N1CCc2ccccc21)n1ccnc1)NCc1cccnc1 (stereo not drawn)	i	i	i	-21	i	-1	i	i	0.0	-14	-2
CCOC(=O)Nc1c(C(=O)OC)[nH]c2cc(OC)ccc12	i	i	i	11	i	16	i	i	2.8	-25	-6
CCOC(=O)Cn1nc(-c2ccc(C)cc2)ccc1=O	i	i	i	10	i	-6	i	i	0.1	-55	-7
O=C(N/N=C/c1cccc(F)c1)NC1CCCCC1	i	i	i	-58	i	-14	12*	i	0.5	-76	-6
Cc1cc(C(C)(C)C)ccc1OCCCCN1CCCC1	i	i	i	-1	i	-8	i	i	-0.7	-15	-1
Cc1cccc(NC(=O)N2CCC(NC(=O)c3ccccc3C)CC2)c1	i	i	i	-29	i	0	i	i	0.4	-10	-13
CCN1C(=O)C2(C(C#N)=C(N)Oc3n[nH]c(C(C)C)c32)c2ccccc21 (stereo not drawn)	i	i	i	-4	i	-4	i	i	-1.0	-2	-5
COc1cc(/C=N/NC(=O)CC#N)ccc1Oc1nc(Cl)ncc1F	i	i	i	-22	i	-7	i	i	0.5	3	4
O=C(N/N=C/c1ccncc1)c1cc2ccccc2o1	i	i	i	4	i	-3	i	i	-0.1	-8	-1
O=C(NCC(c1cccs1)N1CCOCC1)C1CCN(S(=O)(=O)c2c(Cl)cccc2Cl)CC1 (stereo not drawn)	i	i	i	/	i	/	i	i	-0.9	10	1
CCCCc1cc(=O)oc2c(C)c(OCC(=O)NCCN3CCOCC3)ccc12	i	i	i	-32	i	-4	i	i	-0.5	17	-7
CCOCCCNC(=O)CN1CCN(c2ccc(F)cc2)CC1	i	i	i	11	i	0	i	i	0.1	-2	-3
COc1cc(-c2nc3ccccn3c2/N=C/c2ccccc2)ccc1O	i	i	i	-24	i	-3	i	i	0.7	-8	-3
O=C(CSc1nc(N2CCOCC2)nc(N2CCOCC2)n1)Nc1ccccc1F	i	i	i	-14	i	2	i	i	-0.1	6	7

Not a retest: 3 of the compounds above.
mol	TRPC4 agonist	TRPC4 block	TRPC6 inh	KLF5 inh	TRPC6 activator	IEC-6 tox	TRPC4 PAM	MrgX1 antag	HIF act	aSyn 5UTR inh	SKKanGAS inh
CCOCCCNC(=O)CN1CCN(c2ccc(F)cc2)CC1	i	i	i	11	i	0	i	i	0.1	-2	-3
COc1cc(-c2nc3ccccn3c2/N=C/c2ccccc2)ccc1O	i	i	i	-24	i	-3	i	i	0.7	-8	-3
O=C(CSc1nc(N2CCOCC2)nc(N2CCOCC2)n1)Nc1ccccc1F	i	i	i	-14	i	2	i	i	-0.1	6	7

(further entries)
mol	TRPC4 agonist	TRPC4 block	TRPC6 inh	KLF5 inh	TRPC6 activator	IEC-6 tox	TRPC4 PAM	MrgX1 antag	HIF act	aSyn 5UTR inh	SKKanGAS inh
Cc1cc(C)c(C#N)c(SCC(=O)N(C)C2CCCCC2)n1	i	i	i	18	i	0	i	i	0.0	17	0
CC1CCN(C(=O)Cn2cc(C(=O)C3CC3)c3ccccc32)CC1	i	i	i	-21	i	-3	i	i	0.1	13	-4
O=[N+]([O-])c1ccc(S(=O)(=O)NCC2COc3ccccc3O2)cc1 (stereo not drawn)	i	i	i	2	i	-7	i	i	0.1	1	2
Cn1cccc1C(=O)NS(=O)(=O)c1ccccc1Cl	i	i	i	-36	i	-1	i	i	-0.2	17	3
COC(=O)[C@H](Cc1ccccc1)NC(=O)Nc1ccc(C)cc1	i	i	i	-23	i	1	i	i	0.1	2	-2
O=C(O)CCCn1cc(NC(=O)c2cc(F)c(F)cc2Cl)cn1	i	i	i	3	i	0	i	i	0.2	12	-5
Cc1nc(-c2ccccc2)nc2[nH]c(C(C)C)cc(=O)c12	i	i	i	-17	i	-2	i	i	-0.2	-8	16
Cc1csc(/C(=N/OC(=O)c2ccco2)C(N)=O)n1	i	i	i	0	i	-3	10*	i	/	8	8
CC(c1ccccc1)C1C(C#N)=C(N)OC2=C1C(=O)CCC2 (stereo not drawn)	i	i	i	-33	i	0	i	i	0.0	-10	-2
COc1ccc(OC)c(-n2c(-c3cccc(C)c3)n[nH]c2=S)c1	i	i	i	15	i	7	i	i	-0.6	-14	0
CCOC(=O)N1CCC(NC(=O)c2ccc(OC)c(CN3CC(=O)N4CCCC4C3=O)c2)CC1 (stereo not drawn)	i	i	i	-20	i	3	i	i	0.6	-2	4
COc1cccc(CNC(=O)CCCn2nc(C)c3c(C)n(-c4ccccc4)nc3c2=O)c1	i	i	i	-10	i	2	i	i	-0.1	17	-2
O=C(CSc1nc2ccc([N+](=O)[O-])cc2[nH]1)NCCc1ccccc1	i	i	i	9	i	3	i	i	-0.3	17	1
N#C/C(=C/c1ccccc1[N+](=O)[O-])c1nc(C2CC2)cs1	i	i	i	-24	i	6	i	i	1.4	-301	-13
O=C(CN1CCCCCC1)Nc1ccc([N+](=O)[O-])cc1Br	i	i	i	4	i	-8	i	i	1.3	6	0

(continued)
mol	TRPC4 agonist	TRPC4 block	TRPC6 inh	KLF5 inh	TRPC6 activator	IEC-6 tox	TRPC4 PAM	MrgX1 antag	HIF act	aSyn 5UTR inh	SKKanGAS inh
CCN(C(=O)COC(=O)c1cccn1C)C1CCS(=O)(=O)C1 (stereo not drawn)	i	i	i	-22	i	-5	i	i	-0.1	0	-4
Cc1ccc(/C=N/NC(=O)c2nnn(-c3nonc3N)c2CSc2ccccc2)o1	i	i	i	-19	i	12	i	i	-0.7	17	1
CCC(C)CCN1C(Nc2ccccc2)=NC[C@@H]1CC(C)C (stereo partly drawn)	i	i	i	7	i	6	i	i	0.0	-41	0
O=C(Nc1ccc(N2CCCCC2)cc1)c1ccc(F)cc1	i	i	i	-116	i	4	i	i	1.2	-80	-1
CCc1nc2ccc(C(=O)N3CCN(CC)CC3)cc2nc1CC	i	i	i	-15	i	-5	i	i	-0.7	8	-2
NC(=O)CC(NC(=O)c1ccccc1)c1ccc(NC2CCCCC2)c([N+](=O)[O-])c1 (stereo not drawn)	i	/	i	/	i	/	i	i	0.2	-26	7
COc1ccccc1N/C=C(\C#N)c1nc2ccccc2[nH]1	i	i	i	45	i	13	i	i	0.3	-12	-9
Cc1cccc(S(=O)(=O)NCCc2cn3ccccc3n2)c1	i	i	i	-25	i	-6	i	i	-0.2	-11	8
COc1ccc(OC)c(-n2c(C)nc3cc(C(=O)O)ccc32)c1	i	i	i	21	i	-4	i	i	-0.2	4	-8
COC(=O)c1cccc(NC(=O)c2cc3ccccc3o2)c1	i	i	i	-77	i	-1	i	i	0.8	-105	-9
O=C(NCc1ccco1)c1cc2ccc(O)cc2oc1=O	i	i	i	-11	i	0	i	i	0.1	-58	60*
Cc1ccc(S(=O)(=O)N2CCN(C(=O)CSc3ncn[nH]3)CC2)c(C)c1	i	i	i	/	i	/	i	i	0.0	3	-3
